# Bioassay records as filed in PubChem BioAssay.
# PolyA inh: yeast polyadenylation inhibition; S. cerevisiae SKY197-pL101 polyadenylation reporter, beta-gal luminescence; efflux-impaired pdr1/pdr3 knockout yeast; score 100 = 6 SD above DMSO; calls only at 12 µM; 300,000 tested, 0.02% active; AID 1875;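 active = lowest replicate activity score at least 50, where 100 means six control SD above control mean; inconclusive = lowest score under 50 but half or more replicates reach 50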;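 also: yeast exposed to compound for 9 h at 30 °C; higher score means more reporter readthrough which indicates perturbed polyadenylation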
# GSK3A inh: blocks human GSK-3 alpha kinase; ADP-Glo luminescence, 60 min; AID 2650; 320,000 tested, 0.1% active; inhibition, % at 10 µM; P49840;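 in the data active = inhibition above about 50%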;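 also: GST-tagged GSK-3 alpha with peptide substrate and 25 µM ATP; 0% = DMSO neutral wells and 100% = GW8510 positive control wells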
# Target sequence (P49840 whole entry, looked up): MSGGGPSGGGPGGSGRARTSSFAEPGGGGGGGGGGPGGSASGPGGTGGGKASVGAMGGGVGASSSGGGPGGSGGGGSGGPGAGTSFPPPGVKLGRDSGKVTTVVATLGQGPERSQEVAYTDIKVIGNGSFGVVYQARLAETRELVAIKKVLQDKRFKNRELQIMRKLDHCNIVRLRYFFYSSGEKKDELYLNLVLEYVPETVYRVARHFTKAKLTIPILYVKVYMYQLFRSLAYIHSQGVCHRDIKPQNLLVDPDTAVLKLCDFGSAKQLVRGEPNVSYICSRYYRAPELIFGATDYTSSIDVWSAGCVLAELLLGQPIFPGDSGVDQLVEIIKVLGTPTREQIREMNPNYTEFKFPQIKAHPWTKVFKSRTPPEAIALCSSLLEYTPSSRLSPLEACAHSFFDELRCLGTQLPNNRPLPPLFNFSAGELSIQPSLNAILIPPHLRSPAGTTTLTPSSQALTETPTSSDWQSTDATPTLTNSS
# HSP90 inh: blocks HSP90-mediated luciferase refolding in reticulocyte lysate; Rabbit reticulocyte lysate, luciferase refolding luminescence, 3 h; inhibition, % at 5.6 µM; 290,000 tested, 0.91% active; AID 1789;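 active = inhibition above the screen-wide mean plus 3 SD, computed separately per campaign, cut at about 16% in these data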;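 also: 0% = DMSO wells and 100% = 60 µM geldanamycin wells; inhibitors lower the luminescence because luciferase stays unfolded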
# AI-2 QS modul: Vibrio harveyi AI-2 quorum sensing modulation; 300,000 tested, 0.4% active; Vibrio harveyi JMH597 AI-2 luminescence/OD600 ratio, 9 h; hits give low values; strain lacks LuxN and CqsS sensors; 0 = neutral-control median; AID 2094; activity change, % at 7.5 µM; in the data active = activity change below about -75%, passing the limit was not always enough; inconclusive = no clear call, values can overlap the other calls;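 also: luminescence divided by OD600 gain over 9 h not by final OD600 alone; inactives centre near 13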
# Platelet DG rel: modulates dense granule release in human platelets | human platelet-rich plasma, SFLLRN dense granule ATP release, luminescence | inhibition, %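 (compounds screened at 7.5 µM in platelet-rich plasma)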 | AID 1663 | 300,000 tested, 0.22% active;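 active = mean replicate score, as percent of positive control, at or above 50; inconclusive = mean below 50 but at least one replicate at or above 50; inactive = mean and every replicate below 50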
# GSK3beta inhib: blocks human GSK3beta kinase activity. P49841. GST-GSK3beta kinase, ADP-Glo luminescence, 60 min; hits give low values. activity score (negative = inhibition), % at 10 µM. 300,000 tested, 0.038% active;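 active = more than half of replicate wells score below -50%, meaning over 50% inhibition versus plate controls; inconclusive = some replicates but at most half score below -50%; inactive = no replicate scores below -50%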;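 also: 0% = median DMSO wells and -100% = median GW8510 positive control wells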
# Target sequence (P49841 whole entry, looked up): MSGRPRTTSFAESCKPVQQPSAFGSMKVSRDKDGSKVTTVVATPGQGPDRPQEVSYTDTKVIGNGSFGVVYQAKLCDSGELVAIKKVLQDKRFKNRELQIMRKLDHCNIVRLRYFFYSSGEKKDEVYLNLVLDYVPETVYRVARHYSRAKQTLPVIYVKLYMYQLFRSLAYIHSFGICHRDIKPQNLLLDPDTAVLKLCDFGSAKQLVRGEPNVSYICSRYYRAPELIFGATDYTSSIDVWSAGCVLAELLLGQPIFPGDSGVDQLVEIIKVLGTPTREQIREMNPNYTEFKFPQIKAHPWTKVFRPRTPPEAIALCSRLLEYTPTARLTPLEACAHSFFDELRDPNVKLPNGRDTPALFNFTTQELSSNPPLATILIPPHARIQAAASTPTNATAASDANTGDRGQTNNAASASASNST
#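 Test system – GST-tagged human GSK3beta kinase, cell-free · Incubation – 60 min enzyme reaction, room temperature · Signal – ADP-Glo luminescence · Also added – peptide substrate and ATP at 25 µM · Controls – DMSO neutral wells and GW8510 at 20 µM as positive · Buffer or medium – Tris/MgCl2 kinase buffer · Measure – Luminescence-derived activity versus plate DMSO and GW8510 wells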
# HSF1 inh: HSF1 inhibition; NIH3T3-HGL HSE-luciferase, MG132-induced, luminescence 8 h; hits give low values; activity change, negative = inhibition, % at 7.5 µM (by protocol); 300,000 tested, 0.77% active; AID 2098;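 active = more than half of replicate wells show activity change below -50%, luminescence cut by over half; inconclusive = some wells, but at most half, below -50%; inactive = no replicate well below -50%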;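 also: luciferase reports HSF-1 transcriptional activity via heat shock element; 0% = median of DMSO wells and -100% = zero luminescence signal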
# Dyrk1A ADPGlo: blocks rat Dyrk1A kinase activity. 310,000 tested, 0.43% active. Q63470. AID 504441. inhibition, % at 12.5 µM. ADP-Glo luminescence, NFATc1 peptide; in the data active = inhibition above about 50%;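 also: plate controls were vehicle with enzyme for no effect and no enzyme for full effect; many of its hits are not listed in these tables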
# HSF1 activator: increases HSF-1 driven luciferase reporter signal; NIH3T3-HGL HSF-1 luciferase reporter, MG132, 8 h; 100% = twice DMSO control signal; activation, % at 9 µM; 300,000 tested, 1.7% active; AID 504408;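 active = mean replicate activation of at least 50% with a set share of replicates each reaching 50%; inconclusive = only one of those two conditions met; inactive = mean below 50% and too few replicates reaching it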;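 also: 0% = median of the neutral control wells and 100% = twice that signal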
# HDAC3 inhib: inhibitors of human histone deacetylase 3 | 320,000 tested, 0.15% active | inhibition, % at 8.3 µM | O15379 | recombinant HDAC3, fluorogenic peptide/trypsin coupled, fluorescence; in the data active = inhibition above about 26%, passing the limit was not always enough; inconclusive = no clear call, values can overlap the other calls
# An asterisk follows results filed as active; i = inactive; ? = inconclusive; nt = no result given. Only part of the results is shown; the hit share may differ from the screen's.
# Value order – PolyA inh	GSK3A inh	HSP90 inh	AI-2 QS modul	Platelet DG rel	GSK3beta inhib	HSF1 inh	Dyrk1A ADPGlo	HSF1 activator	HDAC3 inhib
CC(=O)Nc1ccc(Cc2nc3ccccc3[nH]2)cc1
  i	-1	-2	7	3	-1	-10	-4	5	5
CCc1nnc(NC(=S)Nc2ccccc2)s1
  nt	0	-2	-2	2	-2	10	-5	43	0
O=C(NC1CCCCC1)c1cc(Cl)ccc1[N+](=O)[O-]
  i	1	-2	18	-5	1	2	-1	12	0
CC(=O)c1cccc(N2Cc3ccccc3C2=NC(=O)CCl)c1
  i	-2	1	7	-4	8	1	11	10	2
Cc1ccc(C)c(NC(=S)NC23CN4CN(CN(C4)C2)C3)c1
  i	-1	-2	5	1	-1	1	-2	6	6
O=C(Nc1cccc(-n2cnnn2)c1)c1cc(Cl)ccc1Cl
  i	2	-2	8	-2	2	1	4	-8	-3
CCOc1ccc(C(=O)NCCc2cnc[nH]2)cc1
  i	-1	8	7	-6	1	-5	0	-30	-7
COC(=O)c1ccc(Cl)c(S(=O)(=O)N2CCCC2)c1
  i	-1	3	20	6	2	7	-6	34	-7
Cc1ccc(CNC(=O)c2ccc3c(=O)n(CCCN4CCCC4=O)c(=S)[nH]c3c2)cc1
  i	1	8	5	-9	3	-3	3	-14	-4
CCOC(=O)/C=C1\SCC(=O)N1CC(=O)NCCOC
  i	0	-2	12	1	2	2	-2	-10	14
CC(C)=CCc1c(-c2ccc(O)cc2O)oc2c3c(cc(O)c2c1=O)OC(C)(C)C=C3
  i	1	nt	110	-2	3	8	nt	4	10
CCOc1ccc(CN2CCN(Cc3cnc(-c4ccccc4)s3)CC2CCO)cc1 (centres undefined)
  i	-2	4	2	-9	3	-7	0	-6	10
COc1ccc(OCc2cccc(C(=O)N3CCCC3)c2)cc1
  i	0	12	1	1	1	-11	1	-17	-3
Cc1nnc(SCC(=O)NC(=O)NC2CCCC2)n1N
  nt	5	5	nt	nt	nt	nt	4	nt	-1
COC(=O)C1=C(NC(=O)c2cccc(OC)c2)CCS1
  i	-1	-3	-5	-6	-1	3	-5	26	2
O=C(c1cc(-c2ccc(Cl)cc2Cl)on1)N1CCOCC1
  i	-6	30*	14	-6	-4	11	nt	31	-6
COc1ccccc1/C=N/Nc1nncc2ccccc12
  i	-4	1	2	28	1	nt	11	nt	2
COc1ccc(-c2ccnc(SCC(=O)c3ccc(Cl)cc3)n2)cc1
  i	0	-9	10	-3	0	-6	-5	-16	1
Cn1c(CNC(=O)c2ccco2)nnc1SCC(=O)Nc1c(F)cc(F)cc1Br
  i	1	-4	14	8	-1	27	2	?	6
O=c1cc[nH]c2cc(Cl)ccc12
  i	2	2	9	4	0	-7	33	-6	-1
O=C(NC1CC1)C1C2C3C4CC5C3C5C4C12 (centres undefined)
  i	-2	2	8	-1	-2	-3	-6	16	-5
COC(=O)c1[nH]c2ccc(C)cc2c1NC(=O)CN1CCc2cc(OC)c(OC)cc2C1
  i	0	-2	4	3	2	-8	0	7	-3
COc1ccc(/C=N/Nc2nc(N3CCCC3)nc(N3CCCC3)n2)c(OC)c1OC
  i	-1	-5	11	3	-2	1	-3	22	8
Cc1cc(S(=O)(=O)N2CCOCC2)ccc1OCC(=O)NCC1CCCO1 (centres undefined)
  i	-2	1	21	-8	7	-1	1	2	5
CC1(C)N([O-])C2=C(CCCC2)[N+]1=O
  i	nt	0	24	-18	4	-6	-1	-16	nt
CC(=O)Nc1ccc(NC(=O)Cc2sc(C)nc2-c2ccc(C)cc2)cc1
  i	nt	4	23	-2	0	-6	-4	3	nt
Cc1cccc(C)c1NC1=NCCCCC1
  i	-1	-3	6	-4	-3	-6	-8	-8	4
COc1cccc(OCC(=O)NNC(=S)Nc2ccc(Cl)cc2Cl)c1
  i	-2	3	17	9	3	3	2	-1	0
CC(=O)NS(=O)(=O)c1ccc(NS(=O)(=O)c2ccc3ccccc3c2)cc1
  i	-4	-6	62	4	2	-12	1	-10	-2
CCOC(=O)CNC1CC(=O)N(c2cccc(Cl)c2)C1=O (centres undefined)
  i	-6	0	9	-6	-1	nt	nt	nt	-2
O=c1[nH]c2cc3c(cc2cc1CN(Cc1cccnc1)C(=S)NCc1ccco1)OCCO3
  i	0	5	6	2	2	-5	1	5	-3
NC(=S)N/N=C\c1ccccc1OCc1ccccc1
  i	0	-3	5	5	-6	4	4	11	12
COC(=O)c1ccccc1NC(=O)c1cc[n+]([O-])cc1
  i	0	-3	17	9	-1	-9	-3	8	?
Cc1cc(C)n(S(=O)(=O)c2ccc(C)c(C)c2)n1
  i	2	5	8	-1	-25	-3	nt	-3	-5
O=C(O)c1cn(Cc2ccccc2)c2ccccc2c1=O
  i	nt	-3	12	-1	0	-1	1	3	nt
CCOC(=O)Cn1nc(-c2ccc(C)cc2)ccc1=O
  i	2	-1	6	5	1	2	-1	2	4
CCOc1ccc2oc(C(=O)OCC(=O)NC(=O)NC3CCCC3)c(C)c2c1
  i	0	0	15	-3	1	1	-1	13	0
CCCSc1nc(-c2ccccc2)cc(C(F)(F)F)c1C#N
  i	0	-1	-3	11	1	-6	-21	4	7
O=C(NCc1ccccc1)C(c1ccc(Cl)cc1)N(C(=O)c1csnn1)C1CC1 (centres undefined)
  i	1	0	37	11	-2	1	3	0	8
Cc1ccccc1Nc1nc(N)nc(CSc2nnnn2C)n1
  i	-1	2	-7	12	1	8	4	17	-4
CC(=O)SCCC(=O)Nc1ccccc1
  i	3	-5	11	2	1	4	2	6	2
O=C(CN1C(=O)c2ccccc2C1=O)N1CCN(c2ccccn2)CC1
  i	-5	-3	23	11	1	3	0	26	-1
Cc1sc2ncnc(NC(C)C(=O)O)c2c1C (centres undefined)
  i	-3	1	37	-1	2	-2	20	-9	1
COc1cc(OC)cc(C(=O)N[C@H](C(=O)Nc2nc(-c3cc(OC)ccc3OC)cs2)C(C)C)c1
  i	-3	2	30	5	-2	-1	nt	9	5
CC1(C)CC(=O)c2c(O)cc(OCC(=O)NCCc3ccc(S(N)(=O)=O)cc3)cc2O1
  i	6	-3	15	4	1	1	1	1	1
CC(Oc1cc2oc(=O)c3c(c2cc1Cl)CCC3)C(=O)NCc1ccncc1 (centres undefined)
  i	-1	0	3	1	4	0	3	-3	3
CC/C(=N\NS(=O)(=O)c1ccc(C)cc1)c1ccco1
  i	-5	-4	17	-4	4	-64*	-3	-72	16
Nc1ccccc1Sc1ccc(C(=O)c2ccccc2C(=O)O)cc1[N+](=O)[O-]
  i	-5	1	34	-1	3	2	5	-5	0
Clc1nc(Cl)nc(N(c2ccccc2)c2ccccc2)n1
  i	-2	-5	21	6	-3	-3	-3	-7	2
COc1ccccc1C(=O)N1CCN(C(=O)Cc2ccccc2)CC1
  i	-1	-1	1	-4	-2	4	-4	7	4
COc1ccc(-n2ncc3c(=O)n(CC(=O)Nc4ccc5c(c4)OCCO5)cnc32)cc1
  i	-1	-3	23	12	1	-3	11	7	-9
CCn1c(CCNC(=O)c2cccs2)nnc1SCC(=O)NC1CCCCC1
  i	-2	5	-9	-22	-4	-2	2	-3	-3
NS(=O)(=O)c1ccc(NS(=O)(=O)c2ccc(Br)cc2)cc1
  i	-1	-3	8	1	2	-12	2	-3	-3
O=[N+]([O-])c1cccc(/C=N/N2CCN(c3ccccn3)CC2)c1
  i	-5	-2	9	-7	-2	21	4	39	0
O=C(NCc1nnc(SCC(=O)N2CCCCCC2)o1)c1ccco1
  i	2	1	4	0	1	2	4	22	?
COc1ccc(-c2cc(-c3ccc(N)cc3)nc(N)c2C#N)cc1OC
  i	2	-2	6	0	-7	7	3	0	-18
CCCNC1=C(C)C(=O)CC1
  i	-2	2	13	-1	1	-7	12	22	-1
COc1ccc(/C=C/C(=O)NCCNC(=O)c2ccccc2)cc1OC
  i	-4	3	3	4	2	-10	nt	-10	7
O=C(CCN=C1NS(=O)(=O)c2ccccc21)OCc1cccc(Cl)c1
  i	-7	nt	23	-3	9	12	4	-3	1
Cc1cc(C)c(NC(=O)CCCN2CCN(C)CC2)c(C)c1
  i	0	0	17	20	-1	0	6	0	9

# New compounds follow:
# Value order – PolyA inh	GSK3A inh	HSP90 inh	AI-2 QS modul	Platelet DG rel	GSK3beta inhib	HSF1 inh	Dyrk1A ADPGlo	HSF1 activator	HDAC3 inhib
c1ccc(CN2CCN(c3nc(-c4ccccc4)nc(-n4ccnc4)n3)CC2)cc1
  i	0	9	25	10	-3	16	-6	3	-6
CCOC(=O)c1cnc2c(C(=O)OCC)cnn2c1N
  i	2	-2	12	-3	-5	5	nt	5	2
Cc1ccc(-n2c(CSc3nc(C)cc(C)n3)n[nH]c2=S)cc1
  i	1	1	-1	4	0	-7	1	2	6
O=C(Nc1ccc2c(c1)OCO2)N1CCN(c2ncccn2)CC1
  i	0	4	35	-1	1	-10	nt	-2	-5
COc1ccc(S(=O)(=O)NCC2CCC(C(=O)N3CCC4(CC3)OCCO4)CC2)cc1 (centres undefined)
  i	nt	-4	13	-41	2	-4	5	-1	nt
CS(=O)(=O)Cc1cccc(C(=O)NC2CCSc3ccccc32)c1 (centres undefined)
  i	4	-1	2	1	0	5	0	30	-3
Cc1ccc(C)c(N2CCN(C(=O)c3ccc(CSc4nc5ccncc5[nH]4)cc3)CC2)c1
  i	-1	2	18	1	-8	2	12	-15	6
Nc1nc2n(n1)C(c1cccc(Cl)c1)CC(c1ccc(F)cc1)N2 (centres undefined)
  i	nt	0	4	1	0	-12	10	-13	-1
COC(=O)COc1ccc(C(=O)OC)cc1
  i	2	3	6	-3	2	-4	1	13	-5
COc1ccccc1C1CCN(c2ccc([N+](=O)[O-])c(OC)c2)CC1
  i	-3	0	30	-1	5	8	nt	23	9
CC1CCCCN1S(=O)(=O)c1ccc2c(c1)CCN2C(=O)C1CC1 (centres undefined)
  i	0	-1	16	-4	3	-1	2	11	3
Cc1cccc(NC(=O)Cn2nc(C(F)(F)F)cc2C2CC2)c1
  i	nt	-3	22	-2	0	2	-4	1	nt
O=C(Nc1ccccc1C(=O)NCCCN1CCOCC1)c1ccccc1
  i	2	-2	11	-3	0	-11	nt	2	1
COCCCNc1nc(N)c([N+](=O)[O-])c(NC2CCCCC2)n1
  i	60*	3	5	-3	-22	1	3	19	-10
Cc1ccccc1N1CCN(C2CCCN(C(=O)CCN3CCCCO3)C2)CC1 (centres undefined)
  i	1	1	4	2	4	3	nt	17	-5
CCOc1ccc(CCNC(=O)c2c(C)noc2C)cc1OCC
  i	0	nt	13	19	-1	-5	-5	-1	-1
